Source: PubChem BioAssay (several laboratories)
MC4R antagonist: MC4R antagonists of cAMP signaling, primary screen, cell-based, TR-FRET, antagonist arm of biased-ligand search; Melanocortin receptor 4 (Homo sapiens), P32245; MC4R-expressing cells, MTII-stimulated cAMP, LANCE TR-FRET; inhibition, % at 6.5 µM; hit rate 0.48% among 360,000;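 active means inhibition above its plate's cutoff, the mean of tested wells on that plate plus 3 SD, cut at about 29% in these data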;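 further: 0% = Melanotan II alone and 100% = Melanotan II plus saturating MCL0020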
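Assay system: human MC4R-expressing U2OS cells; reagent: Melanotan II stimulation of cells; dosing: 6.5 µM single dose; timing: compound 30 min, challenge 1 h, detection 1 h; signal: TR-FRET cAMP assay; replicates: one well per compound, no replicates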
ABCB6 inh 2: ABCB6 transporter inhibitors, primary screen, K562-ABCB6 cells, flow cytometry, MLPCN library; fluorescence ratio to DMSO, % at 10 µM; hit rate 0.19% among 360,000; AID 602162, 2011; K562-ABCB6 porphyrin accumulation, 1 h; stronger effect = lower value;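 active means fluorescence ratio to DMSO below 75%, the collection mean minus 3 SD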;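 further: signal is porphyrin accumulated inside mitochondria; 100% equals median channel fluorescence of DMSO control wells; lower ratio means ABCB6 inhibition with less porphyrin fluorescence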
Target sequence (Q9NP58 whole entry, looked up): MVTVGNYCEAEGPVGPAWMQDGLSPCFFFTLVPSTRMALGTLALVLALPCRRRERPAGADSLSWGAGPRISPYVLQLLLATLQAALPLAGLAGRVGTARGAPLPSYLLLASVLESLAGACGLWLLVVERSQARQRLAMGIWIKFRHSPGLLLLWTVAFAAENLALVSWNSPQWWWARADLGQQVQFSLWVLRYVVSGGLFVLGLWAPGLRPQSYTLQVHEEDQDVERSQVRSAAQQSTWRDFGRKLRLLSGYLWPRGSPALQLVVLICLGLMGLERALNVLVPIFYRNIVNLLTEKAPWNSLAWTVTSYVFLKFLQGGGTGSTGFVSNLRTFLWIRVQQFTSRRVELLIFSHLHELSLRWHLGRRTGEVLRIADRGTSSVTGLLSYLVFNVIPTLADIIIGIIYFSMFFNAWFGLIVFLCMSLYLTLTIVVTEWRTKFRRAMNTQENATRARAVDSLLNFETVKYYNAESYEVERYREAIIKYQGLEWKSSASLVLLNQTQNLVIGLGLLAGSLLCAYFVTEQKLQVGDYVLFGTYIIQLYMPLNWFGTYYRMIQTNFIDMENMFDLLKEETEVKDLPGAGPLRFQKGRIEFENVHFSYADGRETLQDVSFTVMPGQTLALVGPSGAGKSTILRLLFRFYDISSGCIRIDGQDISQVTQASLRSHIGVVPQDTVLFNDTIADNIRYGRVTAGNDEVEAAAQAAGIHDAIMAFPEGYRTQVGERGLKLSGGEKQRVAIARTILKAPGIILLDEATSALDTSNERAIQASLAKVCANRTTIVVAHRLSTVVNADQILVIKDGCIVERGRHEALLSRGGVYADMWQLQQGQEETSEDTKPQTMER
HTR2A ag: mouse Htr2a agonists via beta-arrestin recruitment, primary screen, cell-based, luminescence; CHO-K1 mHTR2A beta-arrestin complementation; percent of 30 µM serotonin response; AID 624169, 2012; activation, % at 7.6 µM; hit rate 0.66% among 360,000; 5-hydroxytryptamine receptor 2A (Mus musculus), P35363;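 active means activation above a run cutoff, the mean activation of all tested compounds plus 3 SD, cut at about 14% in these data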;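 further: 0% = plate median of compound wells and 100% = 30 µM serotonin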
CaV13 ICDI inh: Primary screen for inhibitors of IQ motif and Ca2+-dependent inactivation inhibitor domain binding in CACNA1D, Förster resonance energy transfer in living cells, …; inhibition, % at 12.3 µM; hit rate 0.098% among 340,000; HEK cells, CFP/YFP FRET ICDI-IQ, plate reader, 10 min; percent FRET-ratio fall versus neutral wells;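 active means mean replicate inhibition of at least 30% and at least 1% of replicates passing that level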;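 further: 0% = median of the neutral control wells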
ABHD5 PLIN5 PPI: ABHD5-PLIN5 interaction inhibitors, primary screen, cell lysate, split luciferase complementation, luminescence; inhibition, % at 4 µM; Split G. princeps luciferase complementation, 4 h; AID 602281, 2012; hit rate 0.78% among 360,000; Perilipin-5 (Homo sapiens) + 1-acylglycerol-3-phosphate O-acyltransferase ABHD5 (Homo …;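 active means inhibition above the mean inhibition across every tested compound plus 3 SD, cut at about 22% in these data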;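 further: 0% = DMSO only wells and the 100% control is not disclosed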
MC4R ag barr: MC4R agonists recruiting beta-arrestin, primary screen, cell-based, luminescence, agonist arm of biased-ligand search; U2OS MC4R beta-arrestin complementation; percent of melanotan II response, DMSO zero; Melanocortin receptor 4 (Homo sapiens), P32245; hit rate 0.98% among 360,000; AID 540308, 2011; activation, % at 8.9 µM;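 active means activation above a per-plate cutoff, the mean activation of sample wells on that plate plus 3 SD, cut at about 8% in these data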
PDI turbidity: inhibitors of human PDI, primary screen, biochemical, turbidity, single point, plate reader | inhibition, % at 10 µM | PDI insulin aggregation turbidity, A650, 90 min | AID 588391, 2011 | Protein disulfide-isomerase (Homo sapiens), P07237 | hit rate 0.052% among 350,000;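 active means mean inhibition across replicates of 30% or more, whatever share of single replicates reach that level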;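 further: absorbance from insulin aggregation driven by PDI reduction with DTT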
Exocytosis inh: LAMP-1 surface exposure blockers, TALL-104 cells – cell-based, flow cytometry, MLPCN library, primary screen; TALL-104 LAMP-1 surface exposure; cells stimulated with thapsigargin and PMA; inhibition, % at 10 µM; hit rate 0.66% among 360,000; AID 651702, 2012;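 active means inhibition above about 55%, limit read from the data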
Glyco luc inh: increase of ERlucT glycosylation luciferase signal, primary screen, N-linked glycosylation inhibitor project, D54 ERlucT cells, luminescence, set 2 | D54 ERlucT glycosylation luciferase reporter, 24 h; percent of 100 nM tunicamycin response | reporter increase, % at 12.5 µM | hit rate 0.23% among 360,000 | AID 588692, 2011;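 active means mean luciferase reporter signal, scaled so untreated is 0 and the glycosylation-blocking control 100, at or above a set limit in every replicate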;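 further: luciferase carries N-glycosylation sites so blocking glycosylation raises the light; 0% = median of neutral control wells and 100% = median of 100 nM tunicamycin wells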
H9c2 protect: cardioprotection against H2O2-induced cell death, primary screen, uHTS, H9c2 cells, ATPLite luminescence; H9c2 cardiomyocytes, H2O2 injury protection, 2 h; protection from H2O2 cell death, % at 20 µM; hit rate 0.63% among 360,000; AID 588492, 2011;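 active means compounds giving at least 50% protection of heart cells from peroxide-induced death in the single-dose screen, raw or plate-pattern-corrected value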;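 further: 0% = DMSO wells with peroxide and 100% = DMSO wells without peroxide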
* = called active by the depositor; . = no result given; & = joins results of further samples.

1) COc1ccc(N=C2SC(C(=O)Nc3ccc4c(c3)OCO4)CC(=O)N2C)cc1 (centres undefined)
2) COC(=O)c1nnn(CC(=O)NC(=O)Nc2ccccc2)c1C(=O)OC
3) O=c1oc(-c2cccc(C(F)(F)F)c2)nn1-c1ccc(C(F)(F)F)cn1
4) COc1cc(C(=O)NCC(=O)N/N=C/c2ccc(-c3ccc([N+](=O)[O-])cc3)o2)cc(OC)c1OC
5) CCCNC(=O)CS(=O)(=O)c1ccccc1
6) Cc1ccc(S(=O)(=O)N(C)C)cc1NC(=O)COC(=O)c1ccc2c(=O)n3c(nc2c1)CCC3
7) COc1cccc(NC(=O)Nc2ccc3nc(C)c(C)nc3c2)c1
8) CC(C)CNc1ncnc2c1ncn2[C@H]1CN(CCN2CCOCC2)C[C@@H](CO)O1

Screen / compound no.	1	2	3	4	5	6	7	8
MC4R antagonist	7&19	10	-3	-6	1	2	-1	8
ABCB6 inh 2	102&108	99	92	100	99	100	92	98
HTR2A ag	-2&3	0	-6	0	-2	-10	-3	-2
CaV13 ICDI inh	-10	-7	7	-9	3	-6	-6	-9
ABHD5 PLIN5 PPI	0&-4	0	1	2	2	0	-2	-6
MC4R ag barr	0.6&3.2	-0.8	3.0	-1.1	-1.3	-2.4	-1.5	-2.6
PDI turbidity	3&2	-8	-3	8	-3	-2	-3	4
Exocytosis inh	-3&3	3	-6	16	-6	-3	6	-2
Glyco luc inh	1&0	2	3	9	0	0	-5	1
H9c2 protect	4&-3	0	3	22	-2	-2	6	-1

9) Cc1cc(NC(=O)CSc2cn(CCNC(=O)c3ccccc3)c3ccccc23)no1
10) CCC(NC(=S)Nc1ccccc1)C(=O)O (centres undefined)
11) Cc1cc(C)c2cc(C#N)c(NCCOC(=O)c3ccccc3C)nc2c1
12) CCOC(=O)N1CCC(NS(=O)(=O)c2ccc3c(c2)CCN3C(C)=O)CC1
13) O=C(c1cc2cc(Br)ccc2[nH]1)N1CCc2ccccc21
14) CCCCn1c(SCC(=O)N2CCc3ccccc32)nnc1-c1ccncc1
15) Cc1ccc(NC(=O)C2CCCN2C(=O)Oc2ccccc2)cc1C (centres undefined)
16) C[C@H](NC(=O)c1nc[nH]c1C(=O)N1CCNCC1)C(=O)OC(C)(C)C

Screen / compound no.	9	10	11	12	13	14	15	16
MC4R antagonist	7	9	-1	4	12	4	1	3
ABCB6 inh 2	95	99	98	90	102	95	95	94
HTR2A ag	-4	0	-2	2	-4	-3	-5	0
CaV13 ICDI inh	.	-5	.	-1	-7	-2	-5	-4
ABHD5 PLIN5 PPI	-1	-2	-1	-1	6	-1	2	9
MC4R ag barr	0.1	-2.6	2.1	0.2	1.3	-0.2	-0.6	-0.9
PDI turbidity	.	1	-7	-1	8	-7	-2	11
Exocytosis inh	-1	-5	-1	0	3	3	2	-5
Glyco luc inh	-4	1	-1	0	2	0	-3	3
H9c2 protect	11	-1	3	-14	11	6	6	-1

17) COC(=O)CN1C(=S)N(c2ccc(OC)cc2)C(=O)C1CC(=O)Nc1ccc(F)cc1 (centres undefined)
18) Cc1cccc(OCCCC(=O)Nc2ccc3c(c2)OCO3)c1
19) O=c1oc2ccccc2c2nccnc12
20) CCN(CC(=O)N1CCCCC1)S(=O)(=O)c1ccccc1
21) CCC1(CC)C(=O)NC(=O)NC1=Nc1cccc(OC)c1
22) O=C(OCc1cccc([N+](=O)[O-])c1)c1cnccn1
23) COc1ccc(-c2cc(C(=O)N/N=C(\C)c3cccnc3)c3ccccc3n2)c(OC)c1
24) CC(C)Cc1nnc(NC(=O)C2CCCN(C(=O)c3ccc(Cl)cc3)C2)s1 (centres undefined)

Screen / compound no.	17	18	19	20	21	22	23	24
MC4R antagonist	-1	8	-7	-2	6	1	-3	9
ABCB6 inh 2	99	96	97	92	96	97	97	91
HTR2A ag	2	1	0	0	4	3	-5	8
CaV13 ICDI inh	9	.	-8	-5	-2	5	-5	-12
ABHD5 PLIN5 PPI	5	-1	2	-3	-4	0	5	0
MC4R ag barr	-0.1	1.1	-1.4	-2.0	-1.1	-2.0	-0.5	-0.7
PDI turbidity	-7	-5	-2	1	-4	-1	13	-47
Exocytosis inh	-3	0	6	18	-2	-1	-4	-9
Glyco luc inh	5	0	1	.	1	2	3	7
H9c2 protect	5	-5	6	1	0	20	12	-8

In another format: two of the compounds above.
Below each compound: MC4R antagonist | ABCB6 inh 2 | HTR2A ag | CaV13 ICDI inh | ABHD5 PLIN5 PPI | MC4R ag barr | PDI turbidity | Exocytosis inh | Glyco luc inh | H9c2 protect
6) Cc1ccc(S(=O)(=O)N(C)C)cc1NC(=O)COC(=O)c1ccc2c(=O)n3c(nc2c1)CCC3
  2 | 100 | -10 | -6 | 0 | -2.4 | -2 | -3 | 0 | -2
7) COc1cccc(NC(=O)Nc2ccc3nc(C)c(C)nc3c2)c1
  -1 | 92 | -3 | -6 | -2 | -1.5 | -3 | 6 | -5 | 6

(cont.)
25) Cc1nc2sccn2c(=O)c1S(=O)(=O)N1CCN(c2cccc(Cl)c2)CC1
26) COc1ccc(CCNC(=O)c2ccc3ccccc3n2)cc1OC
27) O=C(CSc1nc2ccccc2s1)Nc1nccs1
28) COc1ccc(CCN=CC2=C(O)CCCC2=O)cc1OC
29) COc1cc(CC(=O)Nc2nc(C)cs2)cc(OC)c1OC
30) CC(=O)N1c2ccc(S(=O)(=O)N3CCCCC3)cc2CC1C(=O)Nc1ccccc1C(F)(F)F (centres undefined)
31) NS(=O)(=O)c1ccc(N=Nc2c(O)c(C(=O)O)cc3ccccc23)cc1
32) CCOc1ccc(C2C(C#N)=C(N)Oc3n[nH]c(C)c32)cc1OC(=O)C1CC1 (centres undefined)

Screen / compound no.	25	26	27	28	29	30	31	32
MC4R antagonist	-9	5	-1	5	16	-2	2	-8
ABCB6 inh 2	102	96	95	102	96	98	99	96
HTR2A ag	-3	0	3	-1	5	-7	-5	2
CaV13 ICDI inh	-7	-5	-5	-6	9	-5	-4	-5
ABHD5 PLIN5 PPI	5	1	-1	1	-2	4	-11	-7
MC4R ag barr	1.5	-2.6	0.4	3.4	-0.9	-2.8	-0.5	-2.5
PDI turbidity	.	-1	-6	-1	0	2	9	-3
Exocytosis inh	1	-1	-2	1	-4	2	-3	-2
Glyco luc inh	1	-1	0	3	0	2	6	-1
H9c2 protect	-3	3	0	-8	-11	2	-6	1

33) CCC(C)N(CC(=O)NCc1ccc(OC)cc1)C(=O)c1csnn1 (centres undefined)
34) Cc1cccc(-n2ncc3c(NNC(=O)c4ccco4)ncnc32)c1
35) C=CCN1C(=O)/C(=C2/Sc3ccccc3N2CCCS(=O)(=O)O)SC1=S
36) COC(=O)c1cn(-c2ccccc2)nc1-c1ccncc1
37) Cc1ccc(S(=O)(=O)Nc2nc3ccccc3nc2NCc2ccco2)cc1
38) S=C(NCCc1ccccc1)N1CCOCC1
39) CCOC(=O)CC(=O)CSc1nc(CC)c(C)cc1C#N
40) CCCN(CC(=O)Nc1ccccc1C)C(=O)C1CCCN(C(=O)c2ccc(Cl)cc2)C1 (centres undefined)

Screen / compound no.	33	34	35	36	37	38	39	40
MC4R antagonist	10	6	-10	1	7	8	6	4
ABCB6 inh 2	96	94	93	109	123	89	115	92
HTR2A ag	-1	5	3	2	6	3	-5	8
CaV13 ICDI inh	-4	-5	.	-5	.	-20	-4	-5
ABHD5 PLIN5 PPI	-1	0	9	3	25*	1	-4	2
MC4R ag barr	-1.3	-6.5	-1.9	-0.1	-0.9	1.1	-0.9	-1.3
PDI turbidity	-5	-4	-1	-2	-1	-2	0	7
Exocytosis inh	4	0	0	-4	-4	3	-11	-2
Glyco luc inh	2	2	1	4	-4	0	3	1
H9c2 protect	6	5	13	-9	2	2	-1	16

41) Cc1ccc(SC2=C(N(C)C)C(=O)c3ccccc3C2=O)cc1
42) CCN(CC)c1c([N+](=O)[O-])ncn1C
43) CCOC(=O)c1[nH]c2cc(OC)c(OC)cc2c1NC(=O)c1ccc2c(c1)OCO2
44) COc1cccc(CN2CC(C(=O)N(C)Cc3ccnc4ccccc34)CCC2=O)c1 (centres undefined)
45) O=C(O)c1ccccc1C(=O)c1ccc2oc(=O)[nH]c2c1
46) CCN1CCN(c2c(Cl)cccc2NC(=O)c2ccco2)CC1

Screen / compound no.	41	42	43	44	45	46
MC4R antagonist	-8	-1	-19	10	12	-3
ABCB6 inh 2	107	94	90	95	103	97
HTR2A ag	6	0	4	-3	-2	2
CaV13 ICDI inh	-7	.	-5	-2	-14	-4
ABHD5 PLIN5 PPI	-8	1	8	11	0	3
MC4R ag barr	-1.9	-0.4	26*	-0.3	-0.1	-1.6
PDI turbidity	-1	5	0	4	-5	2
Exocytosis inh	28	0	-1	-2	1	0
Glyco luc inh	7	2	2	-1	-1	-4
H9c2 protect	-11	-1	6	-2	-3	1

Structures above that have a halogen (8):
3) O=c1oc(-c2cccc(C(F)(F)F)c2)nn1-c1ccc(C(F)(F)F)cn1
13) O=C(c1cc2cc(Br)ccc2[nH]1)N1CCc2ccccc21
17) COC(=O)CN1C(=S)N(c2ccc(OC)cc2)C(=O)C1CC(=O)Nc1ccc(F)cc1 (centres undefined)
24) CC(C)Cc1nnc(NC(=O)C2CCCN(C(=O)c3ccc(Cl)cc3)C2)s1 (centres undefined)
25) Cc1nc2sccn2c(=O)c1S(=O)(=O)N1CCN(c2cccc(Cl)c2)CC1
30) CC(=O)N1c2ccc(S(=O)(=O)N3CCCCC3)cc2CC1C(=O)Nc1ccccc1C(F)(F)F (centres undefined)
40) CCCN(CC(=O)Nc1ccccc1C)C(=O)C1CCCN(C(=O)c2ccc(Cl)cc2)C1 (centres undefined)
46) CCN1CCN(c2c(Cl)cccc2NC(=O)c2ccco2)CC1

Screen / compound no.	3	13	17	24	25	30	40	46
MC4R antagonist	-3	12	-1	9	-9	-2	4	-3
ABCB6 inh 2	92	102	99	91	102	98	92	97
HTR2A ag	-6	-4	2	8	-3	-7	8	2
CaV13 ICDI inh	7	-7	9	-12	-7	-5	-5	-4
ABHD5 PLIN5 PPI	1	6	5	0	5	4	2	3
MC4R ag barr	3.0	1.3	-0.1	-0.7	1.5	-2.8	-1.3	-1.6
PDI turbidity	-3	8	-7	-47	.	2	7	2
Exocytosis inh	-6	3	-3	-9	1	2	-2	0
Glyco luc inh	3	2	5	7	1	2	1	-4
H9c2 protect	3	11	5	-8	-3	2	16	1
